TRHR agonist – qHTS for Small Molecule Agonists and Allosteric Enhancers of Human TRH Receptor: Primary Screen for Agonists | TRHR cells, calcium flux fluo-8, FDSS agonist mode | activation, % at 2 µM | actives 0.18% (n = 360,000) | AID 493084, 2011; in the data active means activation above about 30%; further: 0% is about no effect
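Fluo-8-loaded TRHR cells; 10 s baseline, compound added, kinetic Ca2+ fluorescence read 1/s, agonist mode.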
BLM helicase inh – qHTS Assay for Inhibitors of Bloom's syndrome helicase (BLM). recombinant BLM DNA unwinding, fluorescence dequenching. Potency, µM (highest dose often 56.1 µM), without a hit: at the highest dose activity change, negative = inhibition, actives largely listed as inhibitors. actives 0.2% (n = 350,000);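 further: potency means the concentration at half of the fitted maximal effect; plate controls were vehicle for no effect and no enzyme for full effect; nearly all actives have a fitted effect of over 35% in size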
Target sequence (P54132 whole entry, looked up): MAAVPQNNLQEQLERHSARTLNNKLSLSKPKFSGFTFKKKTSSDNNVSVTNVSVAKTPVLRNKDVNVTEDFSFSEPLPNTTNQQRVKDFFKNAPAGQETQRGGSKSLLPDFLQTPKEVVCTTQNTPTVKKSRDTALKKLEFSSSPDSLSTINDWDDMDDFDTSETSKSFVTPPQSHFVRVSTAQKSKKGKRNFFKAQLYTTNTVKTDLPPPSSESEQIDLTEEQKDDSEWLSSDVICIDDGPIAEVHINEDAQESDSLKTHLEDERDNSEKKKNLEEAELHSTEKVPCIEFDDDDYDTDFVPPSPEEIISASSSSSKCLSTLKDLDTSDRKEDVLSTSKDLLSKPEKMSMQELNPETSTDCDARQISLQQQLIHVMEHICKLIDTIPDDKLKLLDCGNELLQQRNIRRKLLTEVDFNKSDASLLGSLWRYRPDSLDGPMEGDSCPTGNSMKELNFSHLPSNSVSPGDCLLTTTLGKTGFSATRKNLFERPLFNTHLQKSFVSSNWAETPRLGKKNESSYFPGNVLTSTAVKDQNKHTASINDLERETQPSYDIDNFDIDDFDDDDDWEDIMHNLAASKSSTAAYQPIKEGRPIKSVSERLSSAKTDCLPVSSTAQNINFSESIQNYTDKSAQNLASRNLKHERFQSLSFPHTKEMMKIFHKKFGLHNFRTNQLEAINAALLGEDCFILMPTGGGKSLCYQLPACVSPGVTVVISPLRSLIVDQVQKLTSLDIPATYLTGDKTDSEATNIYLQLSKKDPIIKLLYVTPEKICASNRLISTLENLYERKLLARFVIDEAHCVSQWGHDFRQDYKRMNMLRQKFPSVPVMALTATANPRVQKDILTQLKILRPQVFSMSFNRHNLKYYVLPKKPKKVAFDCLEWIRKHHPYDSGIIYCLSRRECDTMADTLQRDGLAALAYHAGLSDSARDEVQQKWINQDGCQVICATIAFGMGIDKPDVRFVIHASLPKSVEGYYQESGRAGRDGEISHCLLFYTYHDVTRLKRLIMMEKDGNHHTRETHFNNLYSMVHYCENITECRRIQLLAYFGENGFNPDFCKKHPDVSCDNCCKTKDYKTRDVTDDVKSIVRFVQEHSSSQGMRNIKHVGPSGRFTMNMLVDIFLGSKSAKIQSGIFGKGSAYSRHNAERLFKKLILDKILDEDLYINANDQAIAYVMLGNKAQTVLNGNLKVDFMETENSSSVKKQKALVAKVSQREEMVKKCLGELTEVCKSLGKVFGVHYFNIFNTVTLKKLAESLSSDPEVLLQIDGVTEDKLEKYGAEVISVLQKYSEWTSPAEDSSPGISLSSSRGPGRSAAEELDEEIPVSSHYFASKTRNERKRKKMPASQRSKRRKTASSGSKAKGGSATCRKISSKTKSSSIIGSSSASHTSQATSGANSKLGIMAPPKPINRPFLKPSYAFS
POLB inh – qHTS Assay for Inhibitors of DNA Polymerase Beta. actives 1.3% (n = 340,000). AID 485314, 2010. P06746. Pol beta primer extension/strand displacement, fluorescence kinetic. Potency, µM (titrated, usually from 114 µM), without a hit: at the top dose activity change, negative = inhibition, hits mostly inhibitors; further: potency means the concentration at half of the fitted maximal effect; on the % scale 0 is the no-effect control and ±100 the full control effect
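Human Pol beta at 10 nM; strand-displacement substrate 50 nM final. Compound exposure 15 min at room temperature before start, reaction 10 min at room temperature.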
Apoferritin bind – qHTS Assay for Identification of Novel General Anesthetics | Potency, µM (series often up to 77.5 µM), for the others: at the highest dose activity change, negative = displacement, hits mostly inhibitors | apoferritin/1-aminoanthracene competitive binding, fluorescence | actives 0.074% (n = 350,000); further: potency means the concentration at half of the fitted maximal effect; on the % scale 0 is the no-effect control and ±100 the full control effect; nearly all actives have a fitted effect of over 20% in size
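Horse-spleen apoferritin (10 uM) in 50% saturated 1-aminoanthracene in PBS was incubated 10 min at room temperature with compound. Fluorescence (ex 380, em 535 nm) was normalized to free and bound 1-AMA, with concentration-response fitted by a four-parameter Hill equation.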
ALOX12 inh – Primary qHTS assay for inhibitors of human arachidonate 12S-lipoxygenase (ALOX12): Round 2; Polyunsaturated fatty acid lipoxygenase ALOX12 (Homo sapiens), P18054; purified 12hLO, xylenol orange hydroperoxide absorbance; Potency, µM (titrated, usually from 108 µM), without a hit: at the highest dose activity change, negative = inhibition, actives largely listed as inhibitors; actives 1.1% (n = 580,000); AID 1671190, 2021; further: potency means the concentration at half of the fitted maximal effect; on the % scale 0 is the no-effect control and ±100 the full control effect
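Purified human 12hLO at 150 nM in 25 mM Hepes, 0.01% Triton X-100, pH 7.0, preincubated 15 min at room temperature with compound. Reaction started with 40 uM arachidonic acid, 30 min at room temperature. Hydroperoxide measured by Fe-xylenol orange, 573/405 nm absorbance ratio.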
APE1 inh – qHTS Assay for Inhibitors of the Human Apurinic/apyrimidinic Endonuclease 1 (APE1); AID 2517, 2012; actives 0.35% (n = 350,000); DNA repair nuclease/redox regulator APEX1 (Homo sapiens), P27695; Potency, µM (top dose mostly 65.8 µM), inactives show top-dose activity change, negative = inhibition, most hits filed as inhibitors; recombinant APE1, TAMRA/BHQ-2 abasic DNA cleavage fluorescence;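 further: potency means the concentration at half of the fitted maximal effect; plate controls were vehicle for no effect and reference inhibitor for full effect; nearly all actives have a fitted effect of over 55% in size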
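Compound pre-exposure to 0.75 nM APE1, 15 min at ambient temperature. Reaction initiated with 50 nM TAMRA/BHQ-2 THF substrate, read immediately in kinetic mode, 525 nm excitation, 598 nm emission.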
Pol iota inh – qHTS for Inhibitors of Polymerase Iota. Pol iota fluorescent replication assay, 10 min. Potency, µM (doses to about 115 µM), without a hit: at the top dose activity, negative = inhibition, hits mostly inhibitors. actives 1% (n = 390,000); further: potency means the concentration at half of the fitted maximal effect
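Fluorescent replication assay read twice, at 0 min and 10 min after adding 50 nM (final) substrate. Enzyme (10 nM) and compounds were first incubated 15 min at room temperature; enzyme-free buffer wells were negative controls.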
ERG-DNA inh – qHTS for Small Molecule Inhibitors of the ERG Ets/DNA interaction; Transcriptional regulator ERG (Homo sapiens), P11308; fluorescence polarization, His-ERG Ets domain / labelled DNA; Potency, µM (series often up to 76.9 µM), for inactives: top-dose FP activity, negative = inhibition, hits mostly inhibitors; actives 0.028% (n = 370,000); active means well fitted inhibition curve with a large enough effect in the polarisation, with a control signal flat; inconclusive means small, poorly fitted or top-dose-only effect, or effect the other way, or a change in a side signal; inactive means no such curve, though single readings can be large or run the other way; the % refers to the polarisation;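 further: polarization taken with two DNA probes labelled with fluorescein and Texas red; potency means the concentration at half of the fitted maximal effect; % of control where 0% means no effect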
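His-tagged ERG Ets domain (1 uM in the protein solution; 300mM KCl, 50mM Tris-HCl, 1mM EDTA, 1mM DTT, pH 7.5) received compound, then a probe mix of 5 nM fluorescein-DNA and 100nM Texas-615-DNA. Fluorescence polarization was read for both dyes.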
POLK inh – qHTS for Inhibitors of Polymerase Kappa | DNA polymerase kappa (Homo sapiens), Q9UBT6 | purified Pol kappa, fluorescent DNA synthesis assay, 10 min | Potency, µM (titrated, usually from 107 µM), for the others: top-dose activity, negative = inhibition, usual class: inhibitors | actives 0.53% (n = 400,000) | AID 588579, 2011; further: potency means the concentration at half of the fitted maximal effect; on the % scale 0 is the no-effect control and ±100 the full control effect
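50 nM final substrate added after 15 min RT preincubation of 10 nM Pol kappa with compound; fluorescence read at 0 and 10 min.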
Active calls of the source: *; i = inactive; ? = inconclusive; . = not tested or not shown; & = joins results of further samples; [ ] = remark or other dose. Unless noted, the call rests on the fitted dose curve; in most records, active means well fitted curve in the direction sought with a large enough effect; inconclusive means small, poorly fitted or top-dose-only effect, or another doubt; inactive means no such curve, though single readings can be large; an effect the other way counts as inactive or inconclusive. Only part of the results is shown; count on the stated rates, not on these rows.

SMILES	TRHR agonist	BLM helicase inh	POLB inh	Apoferritin bind	ALOX12 inh	APE1 inh	Pol iota inh	ERG-DNA inh	POLK inh
COc1cc(OC)c(OC)cc1CN1CCCC(C(=O)c2ccccc2SC)C1 (centres undefined)	-0.4	6.1%	39.6%	-10.2%	1.4%	20.7%	108.4%[activator]	-2.2%	-21.6%
CCOc1cc(/C=N/NC(=O)c2cccs2)cc([N+](=O)[O-])c1O	-1.5	-9.0%	?	-5.2%	-10.8%	?	?	-1.9%	-30.5%
CC(=O)c1cccc(NC(=O)C2CCCCC2)c1	-0.5	-5.9%	18.9%	?	0.0%	-3.6%	9.7%	0.1%	-15.9%
Cc1ccc2nc(NC(=O)COC(=O)CSc3nc(C)cc(C)n3)sc2c1	0.5	-2.7%	25.1µM*	-14.1%	?	-2.0%	37.8%[activator]	5.7%	-2.3%
Cc1ccc(-c2nc(CS(=O)(=O)CC(=O)N3CCN(C)CC3)c(C)o2)cc1	-0.7	1.9%	55.8%	-2.3%	-1.6%&4.6%	-12.6%	49.0%[activator]	5.8%	9.8%
O=C(OCc1c(-c2ccccc2)ncc2ccccc12)c1ccc(C(F)(F)F)cc1	.	.	.	.	-14.6%	8.6%	-6.7%	-13.0%	-15.1%
O=c1c2cnn(-c3ccc(Cl)cc3)c2ncn1Cc1ccc(Cl)cc1Cl	0.5	-2.6%	16.8%	-1.5%	-3.3%	.	23.5%	4.8%	-13.9%
CC(C)(C)c1ccc(NC(=O)Nc2ccc(F)cc2)cc1	1.3	-3.0%	21.0%	-16.1%	?	-1.4%	70.6%[activator]	4.8%	-9.4%
O=C(CSc1nc2ccccc2c(=O)n1-c1ccccc1F)N1CCOCC1	.	.	.	.	?	1.1%	12.3%	-8.3%	-10.1%
CCN1CCN(c2cc(C)c3cc(NC(=O)/C=C/c4cccc(Cl)c4)ccc3n2)CC1	-0.1	-10.0%	-18.1%	-11.6%	?	.	15.2%	1.1%	2.6%
Cc1occc1C(=O)N1CCCC(Nc2ccc(C(C)C)cc2)C1 (centres undefined)	-0.2	-2.2%	21.6%	?	0.0%	6.3%	27.7%	1.8%	-4.2%
COc1cc(OC)c(NC(=S)NCc2ccc(F)cc2)cc1Cl	1.1	-9.1%	32.8%	-16.8%	?	2.9%	98.0%[activator]	16.7%	-3.3%
O=C(NC(=S)N1CCN(c2ccc([N+](=O)[O-])cc2)CC1)c1ccccc1F	-0.2	-4.1%	19.9%	0.8%	-20.2%	-2.8%	15.1%	-0.4%	-19.6%
CN1CCN(C(=O)c2ccc3c(c2)N(Cc2ccc(Cl)cc2)C(=O)c2ccccc2S3(=O)=O)CC1	0.3	2.3%	20.8%	-9.6%	-1.9%	.	0.7%	?	-2.5%
OCC1(Cc2ccccc2)CCN(Cc2ccc(-c3ccco3)cc2)CC1	3.7	1.5%	?	-7.4%	-18.1%	2.2%	-11.5%	2.1%	-17.0%
CC(C)(C)C(=O)OCCn1c(=O)c2cc3c(=O)n(CCOC(=O)C(C)(C)C)c(=O)c3cc2c1=O	0.3	5.0%	39.1%[activator]	-12.9%	-11.5%	-1.9%	3.8%	-2.5%	4.4%
CC(c1ccco1)N(C(=O)c1ccccc1NS(=O)(=O)c1cc([N+](=O)[O-])ccc1Cl)c1ccccn1 (centres undefined)	-1.2	-13.9%	23.0%	-17.9%	?	-1.9%	3.9%	-4.4%	-25.5%
CCCCc1nn2c(N)c(/C=C3\C=Nc4ccccc43)c(=O)nc2s1	0.0	-11.9%	-2.4%	-1.6%	?	4.9%	1.4%	-8.5%	0.4%
CC(C)OCCCn1c(NN)nc2ccccc2c1=O	0.7	-3.8%	23.4%	-12.1%	24.0%	10.3%	63.6%[activator]	13.5%	0.5%
CCCCCCN1CC(O)=C(c2nc3ccccc3[nH]2)C1=N	0.1	-4.3%	?	-3.6%	12.2%	4.6%	5.5%	.	2.2%
Cc1csc(NC(=O)CSCc2c(C)noc2C)n1	0.4	.	.	.	?	28.9%	15.6%	-13.0%	-4.3%
Cc1ccc2[nH]c(=O)c(CN(Cc3ccco3)C(=O)c3ccncc3)cc2c1	-0.1	0.5%	11.9%	-15.0%	?	-1.0%	-0.6%	-1.7%	-14.7%
O=C(C1CC1)N1CCc2cc(Br)cc(S(=O)(=O)NCc3ccc4c(c3)OCO4)c21	-0.4	2.8%	-0.2%	-14.6%	114.4%[activator]	-5.4%	-2.4%	4.4%	1.9%
Cc1ccnc(NS(=O)(=O)c2ccc(NC(=O)Cc3ccc(F)cc3)cc2)n1	1.4	1.4%	5.9%	-5.8%	-0.8%	-5.9%	4.8%	2.4%	7.1%
Cc1cc(C)c2nc(Cl)c(C3NC(=O)c4ccccc4N3)cc2c1 (centres undefined)	-0.9	-5.7%	-0.6%	-5.5%	-20.4%	-3.1%	10.6%	-2.7%	-13.0%
SMILES	TRHR agonist	BLM helicase inh	POLB inh	Apoferritin bind	ALOX12 inh	APE1 inh	Pol iota inh	ERG-DNA inh	POLK inh
CCOC(=O)c1ccc(NC(=O)C2CC(=O)NC(=Nc3ccc(C)c(C)c3)S2)cc1 (centres undefined)	-0.5	-20.8%	-2.0%	-15.4%	?	.	-3.9%	-6.3%	-1.8%
CCOc1ccc(C(=O)N2CC(=O)Nc3ccc(F)cc3C2c2ccc(F)cc2)cc1 (centres undefined)	2.1	-3.4%	3.1%	?	-18.2%	.	-12.5%	-4.6%	-7.1%
Cc1nnc(SCC(=O)N2CCc3ccccc3C2)n1-c1ccccc1	0.0	4.3%	-1.0%	-12.5%	3.8%	5.2%	66.6%[activator]	-0.1%	-4.8%
Cc1ccc(C(=O)NS(=O)(=O)c2ccccc2)cc1	0.2	-5.7%	-1.7%	-5.1%	16.5%	7.1%	25.2%	-2.5%	5.1%
O=[N+]([O-])c1cnn(-c2nc(-c3ccccc3)cc(C(F)(F)F)n2)c1	-1.1	-1.6%	-1.2%	-4.5%	-8.3%	0.3%	-14.8%	-0.4%	-3.6%
C=CCN(CC=C)C(=O)c1c(OC)cccc1OC	-2.6	-0.3%	5.1%	-4.1%	-11.1%	-3.8%	0.8%	-10.6%	-3.1%
O=S1(=O)N=C(N(CCO)/N=C/c2ccncc2)c2ccccc21	-0.4	-13.9%	-15.3%	-1.8%	-15.1%	2.5%	41.8%[activator]	1.1%	3.4%
O=C(CSc1c2c(nc3cc(Cl)ccc13)CCCC2)N1CCN(c2ccccc2)CC1	-0.1	-2.1%	-0.7%	?	-9.2%	.	32.9%[activator]	3.8%	-4.1%
O=C(CCN1CCN(c2ccccc2)CC1)N/N=C/c1ccc([N+](=O)[O-])o1	0.4	-8.5%	70.8µM*	-11.7%	i	-0.8%	?	12.4%	-7.3%
COc1ccccc1CNC(=O)COC(=O)c1ccc([N+](=O)[O-])o1	-0.2	.	.	.	-22.0%	?	?	-7.3%	-28.5%
CN(CCc1ccccc1)Cc1nc(-c2cnccn2)no1	0.0	-1.3%	?	-10.3%	-0.2%	1.1%	74.0%[activator]	5.5%	1.5%
CC1CCCN(C(=O)C2CCCN(S(=O)(=O)c3cccc4nsnc34)C2)C1 (centres undefined)	-0.2	1.8%	-9.5%	-11.2%	17.9%	-1.5%	30.7%[activator]	.	-6.2%
O=C(Nc1ccc(Cl)cc1)c1ccsn1	0.1	-2.5%	8.4%	?	37.4%[activator]	-15.1%	1.5%	-5.5%	-11.7%
Cn1c(=O)n(Cc2ccccc2)c(=O)c2c1nc1n2CCCN1Cc1ccccc1	0.5	-5.3%	3.7%	2.1%	0.0%	13.6%	12.1%	8.7%	-2.4%
COc1ccc(-n2nc3c(N4CCC(C(=O)NCC(C)c5ccccc5)CC4)nnc(C)c3c2C)cc1 (centres undefined)	0.1	-3.6%	-2.4%	-31.8%	2.2%	31.4%	-14.2%	1.8%	-9.5%
Cc1ccsc1/C=C(\C#N)C(=O)NCc1ccco1	-0.9	1.1%	2.4%	5.3%	-22.1%	-4.5%	1.2%	-2.3%	-14.8%
O=C(CCNS(=O)(=O)c1ccccc1C(F)(F)F)NCC(c1ccco1)N1CCCCC1 (centres undefined)	0.1	.	.	.	5.2%	50.9%[activator]	33.9%[activator]	-0.6%	3.3%
O=C(CNC(=S)N(Cc1ccccc1)Cc1cccnc1)NC1CCCC1	-0.1	5.6%	-6.4%	-3.3%	4.4%	2.1%	28.1%	1.0%	-25.4%

By substructure: those above with an NH in an aromatic ring
SMILES	TRHR agonist	BLM helicase inh	POLB inh	Apoferritin bind	ALOX12 inh	APE1 inh	Pol iota inh	ERG-DNA inh	POLK inh
CCCCCCN1CC(O)=C(c2nc3ccccc3[nH]2)C1=N	0.1	-4.3%	?	-3.6%	12.2%	4.6%	5.5%	.	2.2%
Cc1ccc2[nH]c(=O)c(CN(Cc3ccco3)C(=O)c3ccncc3)cc2c1	-0.1	0.5%	11.9%	-15.0%	?	-1.0%	-0.6%	-1.7%	-14.7%

A few values from the list:
In POLK inh, CN(CCc1ccccc1)Cc1nc(-c2cnccn2)no1 has 1.5%
In Pol iota inh, CCOC(=O)c1ccc(NC(=O)C2CC(=O)NC(=Nc3ccc(C)c(C)c3)S2)cc1 (centres undefined) has -3.9%

Screening results as filed in PubChem.
